Assay outcomes as filed in PubChem.
HEK293 NOD2/NF-kB = NOD2 signaling inhibitors, cell-based, luminescence, uHTS, HEK293 (AID 1566). inhibition, % at 4 µM, or EC50 in µM where a hit was titrated. actives 0.63% (n = 290,000). HEK293 NOD2/NF-kB luciferase reporter, luminescence; higher % means a stronger effect; also: many of its hits are not listed in these tables
West Nile virus CPE = West Nile virus antiviral activity, cell-based, CPE readout (AID 1621); actives 0.02% (n = 290,000); West Nile virus-infected cells, CPE inhibition; higher % means a stronger effect; CPE inhibition, % at 10 µM, or IC50 in µM where a hit was titrated; in the data active = a potency from the dose series; inconclusive = CPE inhibition mostly from about 3.7% at the one dose, without a potency; inactive = the rest, 99 in 100 with CPE inhibition below about 2.2%; also: strong numbers were not always called active
AID2073 = disruptors of CaV2.2 binding to Mint1 – biochemical, HTRF (AID 2073); HTRF protein-protein interaction, Mint1-CaV2.2; higher % means a stronger effect; inhibition, % at 20 µM; hits with a dose series show IC50 in µM; actives 0.19% (n = 290,000); in the data active = inhibition mostly above about 51%, no sharp cut-off; inconclusive = no clear call, values can overlap the other calls; inactive = mostly below about 53%; also: some results filed as inactive read as strong as hits
HIV peptide binding = cell-free HIV fusion peptide-binding blockers – biochemical, uHTS, fluorescence dequenching, primary screen (AID 1986). actives 0.3% (n = 290,000). cell-free peptide binding, fluorescence dequenching, 30 min; higher % means a stronger effect. inhibition, % at 20 µM, or IC50 in µM where a hit was titrated; in the data active = inhibition mostly above about 52%, no sharp cut-off; inactive = mostly below about 76%; also: some results filed as inactive read as strong as hits
KOR beta-arrestin-1 = kappa opioid receptor activators – cell-based, luminescence, uHTS, primary screen (AID 1777). KOR beta-arrestin recruitment, luminescence; higher % means a stronger effect. one-dose activation, % at 10 µM; EC50 in µM for titrated hits. actives 0.02% (n = 280,000); in the data active = activation above about 50%, passing the limit was not always enough; also: a part of the inactive calls stands beside numbers as strong as those of hits
NOD1 NF-kB reporter = NOD1 signaling inhibitors, primary screen, cell-based, luminescence, uHTS (AID 1578); inhibition, % at 4 µM, or EC50 in µM where a hit was titrated; NOD1-driven NF-kB luciferase reporter cells, luminescence; higher % means a stronger effect; actives 1% (n = 290,000); in the data active = inhibition mostly above about 36%, no sharp cut-off; inactive = mostly below about 34%;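 also: HEK-293T reporter cells stimulated with the NOD1 agonist gamma-tri-DAP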
Yfh1-off respiration = mitochondrial function rescue without frataxin homolog – Friedreich's ataxia, plus single-dose screen, dose response (AID 1465); S. cerevisiae Yfh1-off respiration, WST-1 reduction, 72 h; higher fold induction means a stronger effect; one-dose fold induction at 50 µM; EC50 in µM for titrated hits; actives 0.074% (n = 220,000);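 active = fold induction of absorbance versus untreated yeast above a set limit, then at least 30% activation at any dose in follow-up; inconclusive = repeats straddling the limit, or above it without dose testing; inactive = fold induction below the set limit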;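 also: activators that raise dye reduction in frataxin-depleted yeast; strong numbers were not always called active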
KOR beta-arrestin-2 = kappa opioid receptor blockers – cell-based, luminescence, uHTS (AID 1778). KOR beta-arrestin recruitment, luminescence, antagonist mode; higher % means a stronger effect. actives 0.091% (n = 290,000). inhibition, % at 10 µM, or IC50 in µM where a hit was titrated; also: strong numbers were not always called active
Dengue-2 NS5 capping = flavivirus cap methylation enzyme inhibition – biochemical, confirmation dose response, primary screen (AID 588689). Dengue-2 NS5 methyltransferase capping enzyme assay, biochemical; higher % means a stronger effect. actives 0.3% (n = 340,000). inhibition, % at 25 µM; hits with a dose series show IC50 in µM; in the data active = a potency from the dose series; inconclusive = inhibition above about 29% without an active follow-up result
Dengue-2 NS5 capping pilot replicate = recorded beside Dengue-2 NS5 capping, whose call it bears; inhibition, %; measured here: pilot screen replicate inhibition
An asterisk follows results filed as active; i = inactive; ? = inconclusive; · = not tested or not shown; [ ] = dose if it differs, or a comment. Rule as the data show it, unless noted: active = inhibition above about 50%; inactive = the rest.

SMILES	HEK293 NOD2/NF-kB	West Nile virus CPE	AID2073	HIV peptide binding	KOR beta-arrestin-1	NOD1 NF-kB reporter	Yfh1-off respiration	KOR beta-arrestin-2	Dengue-2 NS5 capping	others
Nc1sc2c(c1C(=O)c1ccccc1)CCCC2	3%	-0.1%	-20%	-2.4%	-0.4%	6%	i	11%	17%
COc1ccc(C(C)=O)cc1COc1cccc2c1OC(C)(C)C2	10%	-0.9%	0%	-1.2%	1.8%	-34%	·	7%	-5%
COC(=O)c1sc(S(=O)(=O)NC(C)C(=O)O)c(C(=O)OC)c1C (configuration not stated)	4%	0.5%	-9%	-1.1%	2.7%	-20%	i	28%	·
CCn1cc(CN2CCc3c([nH]c4ccccc34)C2c2cccc(OC)c2OC)c(C)n1 (configuration not stated)	-7%	-0.4%	3%	0.6%	9.4%	-38%	i	-9%	2%
C=CCn1c(C)cc(C(=O)Cn2ncc(Cl)c(Cl)c2=O)c1C	16%	-1.9%	62%	21%	4.2%	26%	i	-11%	-3%
CCC(=O)Nc1cc2nn(-c3ccccc3)nc2cc1Cl	-189%	-0.3%	14%	-1.1%	-3.4%	-22%	i	-32%	-5%
Cc1noc(C(=O)N2CCN(Cc3ccc4c(c3)OCO4)CC2)c1Cl	-31%	-1.0%	15%	-0.6%	-2.7%	10%	·	-2%[20 µM]	-1%
CC1CC(C)(C)NC(=S)N1CCC(=O)NCc1ccc(F)cc1 (configuration not stated)	9%	0.2%	-1%	-1.6%	-5.5%	-23%	i	-5%	1%
Cc1cnc(NC(=O)CSc2ncc(-c3ccccc3)n2Cc2ccco2)s1	2%	-0.8%	5%	-1.5%	1.7%	18%	i	-2%	1%
Clc1ccc(C2=NN(c3ccccc3)C(c3ccco3)C2)cc1 (configuration not stated)	-48%	0.3%	20%	-0.7%	5.7%	-9%	i	-29%	-2%
CN(C)C(=O)N(CCCN1CCOCC1)Cc1cccc2ccccc12	14%	0.2%	12%	0.9%	-2.9%	0%	i	10%	·
CC(C)CN(CCNC(=O)CC1Oc2ccccc2NC1=O)CC(C)C (configuration not stated)	5%	-0.9%	0%	0.5%	-4.9%	-8%	i	-1%	-1%

Retrieved one by one from the entries so far (two):
SMILES	HEK293 NOD2/NF-kB	West Nile virus CPE	AID2073	HIV peptide binding	KOR beta-arrestin-1	NOD1 NF-kB reporter	Yfh1-off respiration	KOR beta-arrestin-2	Dengue-2 NS5 capping	others
CC(C)CN(CCNC(=O)CC1Oc2ccccc2NC1=O)CC(C)C (configuration not stated)	5%	-0.9%	0%	0.5%	-4.9%	-8%	i	-1%	-1%
CCC(=O)Nc1cc2nn(-c3ccccc3)nc2cc1Cl	-189%	-0.3%	14%	-1.1%	-3.4%	-22%	i	-32%	-5%

Additional structures.
SMILES	HEK293 NOD2/NF-kB	West Nile virus CPE	AID2073	HIV peptide binding	KOR beta-arrestin-1	NOD1 NF-kB reporter	Yfh1-off respiration	KOR beta-arrestin-2	Dengue-2 NS5 capping	others
Cc1ccc(/C=N/NC(=O)Cn2nccc2C)o1	-11%	-0.2%	10%	-1.7%	2.6%	-3%	i	-30%	-6%
COc1ccc(-c2nnc(SCC(=O)Nc3ncc(C(F)(F)F)cc3Cl)n2CC(C)C)cc1	18%	0.0%	7%	0.3%	9.6%	-2%	i	-8%	0%
COc1ccc(N(CN2C(=O)c3ccccc3C2=O)C(=O)COc2ccc(Cl)cc2Cl)cc1	5%	-0.3%	14%	0.3%	7.0%	-30%	i	-3%	-5%
CC(C)C[C@H](NC(=O)N1CC(=O)Nc2ccccc21)C(=O)N[C@@H](Cc1c[nH]c2ccccc12)C(=O)O	10%	0.0%	5%	0.6%	-3.6%	-27%	·	-27%[20 µM]	-1%
Cc1cc(C(=O)COC(=O)[C@H](C)NC(=O)c2ccco2)c(C)n1Cc1ccco1	1%	-0.6%	34%	0.5%	0.7%	-37%	i	0%	-1%
Fc1cc(F)c2nc(N3CCCC3)sc2c1	-31%	·	0%	-0.8%	-2.3%	-31%	·	-3%	-3%
Cc1ccc(NC(=S)N(CCCN2CCN(C)CC2)Cc2cccs2)cc1C	-8%	-0.4%	-14%	-0.5%	2.3%	-31%	i	-16%	-5%
O=[N+]([O-])c1cccc(-c2ccc(C(=S)N3CCN(c4ccc(F)cc4)CC3)o2)c1	-9%	-0.9%	4%	18%	4.5%	-3%	i	·	-7%
Cc1cc(Br)cc2c(C(=O)Nc3c(C)n(C)n(-c4ccccc4)c3=O)cc(-c3cccs3)nc12	31%	0.8%	47%	6.0%	-2.3%	1%	i	-22%	-4%
CC(C)OP(=O)(Nc1cccc2ccccc12)OC(C)C	-3%	-0.5%	0%	1.3%	1.8%	-32%	i	27%	-5%
Cc1cc(C(=O)Nc2ccccc2N2CCOCC2)ccc1[N+](=O)[O-]	10%	-0.7%	8%	-1.8%	-4.3%	-3%	i	27%	5%
Cc1c(Cl)ccc2sc(NC(=O)C3CC3)nc12	17%	-0.4%	3%	-0.1%	-2.8%	4%	·	-79%[20 µM]	3%
Cc1cccc2cc(CN(Cc3ccc(F)cc3)C(=O)C(F)(F)F)c3nnnn3c12	-1%	-0.7%	-3%	1.5%	1.6%	-28%	i	-4%	-1%
O=C(O)CNc1ncccc1[N+](=O)[O-]	18%	0.3%	-9%	0.5%	0.4%	-9%	i	-50%[20 µM]	-5%
O=C1C(Nc2ccc(O)cc2)=C/C(=N/S(=O)(=O)c2cccs2)c2ccccc21	38%	-1.6%	-2%	-5.1%	-14%	-41%	>100µM*	-79%	22%
CCOC(=O)N1CCN(C(=O)c2cc(COc3ccc(OC)cc3Cl)on2)CC1	-43%	-0.6%	36%	-2.4%	-4.0%	-21%	·	31%	-3%
CCCCn1c(-c2ccsc2)nc2c1c(=O)[nH]c(=O)n2CCC	-6%	0.5%	0%	-2.1%	-1.8%	1%	i	-76%	-2%
Oc1ccc(Cl)cc1CNCC1CCCO1 (configuration not stated)	10%	-0.8%	17%	-0.5%	-1.8%	-5%	i	5%	-6%	Dengue-2 NS5 capping pilot replicate=0.3
Cc1ccc(/C=N/c2sc3c(c2C#N)CCCCC3)o1	-22%	-0.3%	-8%	-2.7%	-2.6%	-58%	i	22%	6%
CC(C)CC(C(=O)Nc1oc(-c2ccccc2)c(-c2ccccc2)c1C#N)N1C(=O)c2ccccc2C1=O (configuration not stated)	4%	0.6%	-13%	1.2%	-5.9%	-19%	?	35%	0%
N#CCCN(CCC#N)C(=S)NC1CC2C=CC1C2 (configuration not stated)	-3%	-0.2%	3%	0.5%	2.1%	-6%	i	2%	-10%
Cc1ccc(S(=O)(=O)N(C)C)cc1NC(=O)c1ccccc1Br	16%	-0.5%	-2%	-1.4%	-3.2%	-34%	i	16%	·
Cc1nnc(C)c2c(C)n(-c3cccc4cccnc34)c(C)c12	10%	0.2%	-9%	-1.2%	·	-35%	i	-6%[20 µM]	·
O=c1[nH]c2ccccc2n1CCCN1CCN(C(c2ccccc2)c2ccccc2)CC1	16%	-0.2%	-2%	1.3%	2.3%	-32%	i	-9%	·
CCc1nnc(NC(=O)c2ccc(N3C(=O)CCC3=O)cc2)s1	7%	0.0%	2%	-2.2%	-1.9%	-2%	i	-23%	-4%
COc1cccc(/C=N/Nc2c(Cl)cncc2Cl)c1O	-36%	-0.6%	18%	-2.5%	-4.5%	-20%	·	26%	-7%
CCOC(=O)c1cnc(SCC(=O)NCc2cccs2)nc1N	19%	-0.2%	7%	2.9%	-2.3%	-9%	i	2%	1%
CS(=O)(=O)NN1C(=O)c2ccccc2NC12CCCC2	-3%	0.8%	12%	0.1%	-0.5%	-33%	i	-14%	-4%
COc1cc(Cl)ccc1OCc1cc(C(=O)N(C)Cc2cccc3cnccc23)no1	21%	-1.1%	6%	-0.3%	-0.5%	11%	·	-3%	4%
O=C(NC(=S)Nn1cnc2c(cnn2-c2ccccc2)c1=O)c1ccc(Cl)cc1	16%	0.9%	-1%	8.2%	0.3%	2%	i	-12%	-5%
CCN(CC)C(=O)CSc1nnc([C@H](Cc2c[nH]c3ccccc23)NC(=O)OC(C)(C)C)o1	-3%	-0.9%	-6%	0.1%	-1.4%	-15%	i	-13%	-4%
O=C(O)CSc1cc(C(F)(F)F)nc(-c2ccccn2)n1	15%	-0.2%	11%	2.1%	-1.5%	25%	i	7%	2%
COc1ccc(-n2c(SCC(=O)NCc3ccco3)nnc2-c2c[nH]c3ccccc23)cc1	6%	0.1%	4%	-0.3%	-2.2%	4%	i	37%	-1%
Cc1ccc(-n2c(C)cc(/C=N/NC(=O)CC3(C)OCCO3)c2C)c(C)c1	13%	1.1%	16%	2.9%	-5.1%	-28%	i	-9%	-12%
COc1ccc(CCOC(=O)c2ccc(NC(=O)CC#N)cc2)cc1	-14%	-0.3%	3%	-2.0%	4.6%	-28%	·	8%	4%
Cc1ccc(C)c(-n2c(-c3ccncc3)n[nH]c2=S)c1	7%	0.6%	-19%	0.0%	-1.4%	-10%	i	33%	-4%
CCOC(=O)N1CCN(C(=O)c2ccc(OCC)c(OCC)c2)CC1	-6%	0.1%	6%	0.2%	8.3%	-31%	i	-52%	11%
COc1ccccc1OCCCCCNCCO	20%	-0.5%	13%	8.1%	-1.6%	35%	i	27%	-4%
N#CC(c1ccc(Cl)cc1)c1ncc(C(F)(F)F)cc1Cl (configuration not stated)	11%	-0.5%	0%	0.9%	2.4%	7%	i	13%	-6%
O=C(NCc1ccccc1)c1cccnc1	13%	0.0%	13%	-1.9%	-2.8%	26%	·	-43%[20 µM]	·
COc1ccc(CCNC(=O)CCCc2ccccc2)cc1	6%	0.0%	2%	-0.7%	-6.1%	0%	·	-2%[20 µM]	2%	Dengue-2 NS5 capping pilot replicate=1.5
CCn1ncc(Cl)c1C(=O)Nc1cc([N+](=O)[O-])ccc1OC	-21%	1.5%	1%	0.4%	-0.2%	-30%	i	-46%	-4%
CCOC(=O)c1ccc(NC(=O)CSc2nnc(COc3ccccc3OC)n2CC)cc1	32%	0.1%	16%	6.6%	18%	16%	i	25%	1%
Cc1ccc(Nc2ccc(C(=O)NC3CCCCC3)cn2)cc1	-15%	0.1%	26%	1.3%	-0.3%	-1%	i	11%	-1%
c1ccc(CNc2cnccn2)cc1	15%	0.4%	22%	-3.6%	-5.2%	-8%	i	20%	-2%
Cc1ccc(CC(=S)N2CCOCC2)cc1	8%	-0.1%	2%	-1.7%	-6.5%	-6%	i	11%	-4%
COCCn1c(=O)[nH]c2cc(C(=O)Nc3cccc(F)c3)ccc2c1=O	-28%	-0.4%	8%	-0.5%	-2.4%	-49%	i	-5%	-2%
O=C(CSc1nnc2ccccn12)N1CCc2ccccc2C1	-22%	0.0%	3%	1.4%	2.5%	-9%	i	-12%	-2%
O=C(N/C(=C/c1ccc(Br)cc1)C(=O)N1CCOCC1)c1ccco1	5%	-0.6%	-5%	-1.0%	-3.2%	-24%	·	-7%	3%
COCCn1c(N)c(N(Cc2ccccc2)C(=O)c2oc3ccccc3c2C)c(=O)[nH]c1=O	11%	-0.1%	38%	-1.4%	2.7%	14%	i	-18%	2%
Cc1ccc(S(=O)(=O)NC(C)CCc2ccccc2)cc1C(N)=O (configuration not stated)	29%	-2.2%	11%	-1.9%	-2.2%	4%	·	-1%	-1%	Dengue-2 NS5 capping pilot replicate=3.6

An excerpt; rates above refer to the full screens.
